# High-throughput results: PubChem, The Scripps Research Institute Molecular Screening Center
# MITF primary – human MITF inhibition, primary screen. O75030. AlphaScreen MITF homodimerization, bead proximity signal. inhibition, % at 2.6 µM. actives 0.91% (n = 650,000). AID 1259374; in the data active = inhibition above about 50%;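 note: 0% = vehicle wells with protein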
# Target sequence (O75030 whole entry, looked up): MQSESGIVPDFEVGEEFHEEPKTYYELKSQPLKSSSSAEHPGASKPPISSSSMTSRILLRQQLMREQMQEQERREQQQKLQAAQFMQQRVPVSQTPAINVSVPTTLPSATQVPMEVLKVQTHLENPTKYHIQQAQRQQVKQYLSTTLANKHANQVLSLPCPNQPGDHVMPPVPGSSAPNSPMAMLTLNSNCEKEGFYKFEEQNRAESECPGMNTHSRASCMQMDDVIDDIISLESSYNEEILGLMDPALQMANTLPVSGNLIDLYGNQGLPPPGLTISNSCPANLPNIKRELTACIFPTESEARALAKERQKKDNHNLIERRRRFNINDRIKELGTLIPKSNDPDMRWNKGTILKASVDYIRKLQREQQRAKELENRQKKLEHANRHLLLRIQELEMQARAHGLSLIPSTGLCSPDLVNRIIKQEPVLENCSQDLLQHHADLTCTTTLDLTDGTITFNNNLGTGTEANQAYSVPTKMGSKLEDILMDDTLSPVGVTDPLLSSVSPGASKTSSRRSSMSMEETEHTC
# FBW7 activator – human FBW7 E3 ligase activation, primary screen; AlphaScreen FBW7–phospho-cyclin E peptide binding, activator screen; actives 0.13% (n = 650,000); Q969H0; normalized activity (activation), % at 26.1 µM; AID 1259310; in the data active = normalized activity above about 1.9%;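 note: purified mutant Fbw7 with reduced substrate affinity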
# GPR151 ag – activates the human receptor GPR151; Q8TDV0; PathHunter beta-arrestin GPR151 cells, luminescence; activation, % at 11.2 µM; actives 1% (n = 650,000); in the data active = activation above about 4.9%;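 note: 0% = median of compound wells and 100% = cells with positive control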
# Target sequence (Q8TDV0 whole entry, looked up): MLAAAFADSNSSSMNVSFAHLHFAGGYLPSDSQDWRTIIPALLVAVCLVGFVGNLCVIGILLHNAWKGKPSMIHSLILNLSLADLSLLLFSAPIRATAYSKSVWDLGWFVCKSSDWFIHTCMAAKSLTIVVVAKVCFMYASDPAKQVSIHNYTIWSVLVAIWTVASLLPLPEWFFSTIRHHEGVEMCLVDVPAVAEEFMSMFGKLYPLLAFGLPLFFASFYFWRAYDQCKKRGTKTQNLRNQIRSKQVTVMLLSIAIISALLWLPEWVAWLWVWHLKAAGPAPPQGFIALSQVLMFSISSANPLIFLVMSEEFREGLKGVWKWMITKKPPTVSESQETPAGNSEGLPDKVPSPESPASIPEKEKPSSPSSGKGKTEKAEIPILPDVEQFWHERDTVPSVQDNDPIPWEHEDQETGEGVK
# TEAD-YAP block – TEAD-YAP interaction inhibition; AID 1259422; actives 1.4% (n = 640,000); HEK-TIYL cells, TEAD-Gal4/YAP UAS-luciferase luminescence; inhibition, % at 9.12 µM; in the data active = inhibition above about 32%;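 note: 0% = median of test compound wells and 100% = reference inhibitor wells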
# Active calls of the source: *.
SMILES,MITF primary,FBW7 activator,GPR151 ag,TEAD-YAP block
Cc1ccc(OCCOc2cccc(/C=C3/C(=N)N4N=C(CC(C)C)SC4=NC3=O)c2)cc1,0,0.0,-0.4,-62
Cc1ccc2oc(-c3cc(NC(=O)c4cc(Br)ccc4Cl)ccc3O)nc2c1,2,-0.1,0.9,3
COC(=O)C(C)n1cnc2c(nnn2-c2ccc(F)cc2)c1=O (centres undefined),7,0.2,1.5,1
CCNc1cc(C(=O)NC2CCN(Cc3ccccc3)CC2)c2ccccc2n1,5,0.0,0.4,5
CC1(C)CC(=O)c2cc(-c3ccccc3)n(CC(=O)O)c2C1,-1,0.2,0.0,11
CSc1nc(C=C(C)C)ccc1CNC(=O)c1ccc(Cl)cc1,-13,0.2,0.3,1
CC(=O)N1N=C(c2ccccc2)Cn2c(C)nc([N+](=O)[O-])c21,-11,-0.2,-0.3,0
COc1ccc(C(=O)OCc2cccc(Cl)c2)cc1,-7,0.3,1.0,2
Cn1c(Cc2ccccc2)nnc1SCC(=O)NCc1ccco1,-8,0.0,0.2,-4
CCOC(=O)c1nn(-c2ccccc2)c(C(=O)OCC)c1N,1,-0.3,2.4,-3
Cc1c(Cl)cccc1N1C(=O)CSC1c1ccc(F)c(F)c1 (centres undefined),25,0.3,-1.3,-4
COc1cccc(OC)c1C(=O)Nc1ccccc1O,16,0.2,1.3,13
Cc1ccc2c(c1)N(C(=O)CCC(=O)N1CCN(c3ccccc3)CC1)CC(C)O2 (centres undefined),17,1.2,-0.7,-7
CCOC(=O)/C(C#N)=C/c1[nH]c2ccccc2c1OC(C)=O,13,0.0,0.4,2
O=C(Nc1c(C(=O)N2CCCCCC2)cnn1-c1ccccc1)c1ccc(F)cc1,2,0.3,-0.4,4
CC(=O)c1c(C)[nH]c(C(=O)OCc2ccccc2)c1C,9,-0.1,-0.7,-40
COc1cccc(CNCc2ccccc2)c1,9,0.2,0.2,-23
CC(=O)c1ccc(C(=O)Nc2ccc(S(=O)(=O)Nc3nccc(C)n3)cc2)cc1,5,-0.1,-0.8,-2
CCCC1(C2CCN(C/C=C/c3ccco3)CC2)NC(=O)N(CCC2CCCN2C)C1=O (centres undefined),-6,-0.1,-0.4,2
CCOC(=O)c1c(NC(=O)c2ccc(S(=O)(=O)N3CCc4ccccc4C3)cc2)sc2c1CCN(C(=O)OCC)C2,-8,0.0,1.4,5
COc1ccc2nc(NC(=O)Cn3cnc4sc5c(c4c3=O)CCCC5)sc2c1,8,-0.3,-0.8,-2
O=C(NCc1ccncc1)C(=O)NCC1OCCCN1S(=O)(=O)c1cccs1 (centres undefined),-6,-0.4,3.0,0
COc1ccc(OCCSc2nnnn2-c2ccccc2)cc1,5,0.1,2.2,-33
CC1(C)CC(=O)C2=C(C1)Nc1cc(C(=O)c3ccccc3)ccc1N1C(=O)c3ccccc3C21 (centres undefined),2,-0.2,5.1*,17
CCN(CC)S(=O)(=O)c1ccc(OC)c(NS(=O)(=O)c2ccc(C)cc2)c1,10,0.1,-1.7,-5
COC(=O)CC(C(=O)OC)N(C(C)=O)C1=C(Cl)C(=O)c2ccccc2C1=O (centres undefined),8,0.0,-0.9,1
Cc1cc(C)n(C(=O)c2cc(=O)[nH]c3ccccc23)n1,16,0.2,2.3,18
CCCc1cc(=O)[nH]c2nnc(SCC(=O)N(CC)CC)n12,9,0.1,3.7,-2
Cc1cc(N2CCCCC2)nc2ccc(NC(=O)/C=C/c3ccccc3Cl)cc12,8,0.2,-0.6,-10
CCN(CC)C(=O)C1CCCN(c2nc(NCCN3CCOCC3)c3[nH]cnc3n2)C1 (centres undefined),-6,-0.1,-2.7,6

# Two compounds from above with just TEAD-YAP block and MITF primary.
molecule	TEAD-YAP block	MITF primary
CCCc1cc(=O)[nH]c2nnc(SCC(=O)N(CC)CC)n12	-2	9
CCN(CC)C(=O)C1CCCN(c2nc(NCCN3CCOCC3)c3[nH]cnc3n2)C1 (centres undefined)	6	-6

# 17 structures from above, ordered by formula weight, rising.
SMILES,MITF primary,FBW7 activator,GPR151 ag,TEAD-YAP block
COc1cccc(CNCc2ccccc2)c1,9,0.2,0.2,-23
Cc1cc(C)n(C(=O)c2cc(=O)[nH]c3ccccc23)n1,16,0.2,2.3,18
CC(=O)c1c(C)[nH]c(C(=O)OCc2ccccc2)c1C,9,-0.1,-0.7,-40
COc1cccc(OC)c1C(=O)Nc1ccccc1O,16,0.2,1.3,13
CCOC(=O)/C(C#N)=C/c1[nH]c2ccccc2c1OC(C)=O,13,0.0,0.4,2
CCCc1cc(=O)[nH]c2nnc(SCC(=O)N(CC)CC)n12,9,0.1,3.7,-2
COc1ccc(OCCSc2nnnn2-c2ccccc2)cc1,5,0.1,2.2,-33
COC(=O)CC(C(=O)OC)N(C(C)=O)C1=C(Cl)C(=O)c2ccccc2C1=O (centres undefined),8,0.0,-0.9,1
O=C(Nc1c(C(=O)N2CCCCCC2)cnn1-c1ccccc1)c1ccc(F)cc1,2,0.3,-0.4,4
Cc1ccc2c(c1)N(C(=O)CCC(=O)N1CCN(c3ccccc3)CC1)CC(C)O2 (centres undefined),17,1.2,-0.7,-7
CC(=O)c1ccc(C(=O)Nc2ccc(S(=O)(=O)Nc3nccc(C)n3)cc2)cc1,5,-0.1,-0.8,-2
O=C(NCc1ccncc1)C(=O)NCC1OCCCN1S(=O)(=O)c1cccs1 (centres undefined),-6,-0.4,3.0,0
COc1ccc2nc(NC(=O)Cn3cnc4sc5c(c4c3=O)CCCC5)sc2c1,8,-0.3,-0.8,-2
CCN(CC)C(=O)C1CCCN(c2nc(NCCN3CCOCC3)c3[nH]cnc3n2)C1 (centres undefined),-6,-0.1,-2.7,6
CCCC1(C2CCN(C/C=C/c3ccco3)CC2)NC(=O)N(CCC2CCCN2C)C1=O (centres undefined),-6,-0.1,-0.4,2
CC1(C)CC(=O)C2=C(C1)Nc1cc(C(=O)c3ccccc3)ccc1N1C(=O)c3ccccc3C21 (centres undefined),2,-0.2,5.1*,17
CCOC(=O)c1c(NC(=O)c2ccc(S(=O)(=O)N3CCc4ccccc4C3)cc2)sc2c1CCN(C(=O)OCC)C2,-8,0.0,1.4,5

# New compounds follow:
SMILES,MITF primary,FBW7 activator,GPR151 ag,TEAD-YAP block
Cc1ccsc1C1C(C#N)=C(N)N(c2sc3c(c2C#N)CCCCC3)C2=C1C(=O)CCC2 (centres undefined),-14,0.1,2.1,7
CN(CC(=O)O/N=C(\N)c1cccnc1)S(=O)(=O)c1ccccc1,15,0.1,-1.0,-16
O=c1[nH]c2ccc(S(=O)(=O)N3CCN(Cc4ccccc4)CC3)cc2[nH]c1=O,12,0.5,-0.4,6
COc1cc(Nc2nc(-c3ccc(C(N)=O)cc3)nc3nc[nH]c23)cc(OC)c1OC,-8,0.0,-1.7,16
CCSCCOC(=O)C1=C(C)NC2=C(C(=O)CC(c3ccc(Cl)cc3)C2)C1c1ccc([N+](=O)[O-])cc1 (centres undefined),-4,0.1,-1.5,10
Cc1cc(NC(=O)COc2ccccc2)ccc1Br,-7,0.3,-1.2,-23
Cc1c(C(=O)NC(=S)Nc2ncccc2O)cccc1[N+](=O)[O-],-4,0.1,5.4*,0
CCOc1ccc(-n2c(CNC(=O)c3ccc(S(=O)(=O)N(CC)CC)cc3)nnc2SCC(=O)Nc2nccs2)cc1,2,0.3,0.3,-2
Cc1ccccc1-n1c(-c2cnccn2)n[nH]c1=S,-8,-0.1,-0.1,5
Cc1ncc(CO)c2cc(-c3nnc(Nc4ccc(Cl)cc4)s3)c(=O)oc12,3,-0.1,-0.6,-1
CC1Cc2ccccc2N1S(=O)(=O)c1cc(Br)cc(C(=O)O)c1 (centres undefined),24,0.2,0.1,-10
CCOC(=O)c1ccc(NC(=O)C2CC(=O)N(CCc3ccc(OC)c(OC)c3)C(=Nc3ccc(OC)cc3)S2)cc1 (centres undefined),-15,0.2,-1.1,10
CCOC(=O)CC(=O)N/N=C/c1c(N)n(C)c(=O)n(C)c1=O,17,0.1,-1.0,-4
CC1(C)CC(NC(=O)c2ccc(Cl)cc2[N+](=O)[O-])CC(C)(C)N1,-7,0.3,1.1,0
Cc1ccc(-c2cc(C(F)(F)F)n3nc(C(N)=O)cc3n2)cc1,0,-0.1,1.6,-16
COc1ccc(C(=O)COC(=O)c2ccc(N(C)C)cc2)cc1,-14,-0.3,-1.5,2
COc1ccccc1N1CC(O)(c2cccs2)[N+]2=C1CCCC2 (centres undefined),-4,-0.1,-1.7,-1
Cn1c(SCC(=O)c2ccc(Br)cc2)nnc1-c1cccc(N)c1,-1,-0.1,-1.0,-6
CCC(=O)Nc1nc(-c2ccc3c(c2)OCO3)nc2c1c(=O)oc1ccccc12,10,-0.1,-1.1,3
COc1ccc(C(=O)N(CCO)Cc2ccccc2)cc1OC1CCN(C(C)=O)CC1,9,0.3,0.0,-3
COc1ccc(N2CCN(Cc3ccc(Br)s3)CC2)cc1,72*,-0.4,-0.5,2
O=C(COc1cccc(Cl)c1)NCc1ccco1,12,0.1,0.5,8
O=C(NC(=S)NC1CCCC1)c1ccccc1,13,0.0,3.0,-35
CC(=O)CC(=O)Nc1ccc(NC(=O)CC(C)=O)c(Cl)c1,10,0.3,-1.2,-2
Cc1cccc(-n2c3nc(=O)[nH]c(=O)c-3cc3ccccc32)c1,-3,0.2,-0.8,-5
O=C(CSc1cccc[n+]1[O-])c1cccc(C(F)(F)F)c1,-11,-0.2,0.4,-6
Cc1[nH]nc2c1C(c1ccccc1OCc1cccc(Br)c1)C(C#N)=C(N)O2 (centres undefined),3,0.0,-1.4,4
COc1ccc(-c2oc(NC(=O)C(F)(F)F)c(C#N)c2-c2ccc(OC)cc2)cc1,6,0.0,0.6,6
Cc1ccc(N2CC(C(=O)Nc3ncccn3)CC2=O)cc1 (centres undefined),-4,-0.1,-1.1,-18
Cc1ccc(-n2nc(C)c(/C=N/n3c(C)n[nH]c3=S)c2Cl)cc1,-6,-0.1,-1.3,-7
CCOC(=O)c1sc(NC(=O)c2ccc(C)c(S(=O)(=O)N3CCCCC3)c2)c(C(=O)OCC)c1C,4,-0.1,0.1,3
COc1cccc(/C=C2\SC(N)=NC2=O)c1OS(=O)(=O)c1ccc(Cl)cc1,-2,-0.1,-1.2,6
COc1cc2c(cc1OC)C(C(=O)O)C(c1cc(Cl)ccc1O)N(C)C2=O (centres undefined),2,-0.1,1.7,-3
CN(C1CCS(=O)(=O)C1)S(=O)(=O)c1ccccc1[N+](=O)[O-] (centres undefined),-6,0.1,-0.6,15
CCC(C)NS(=O)(=O)c1ccc(OCC(=O)NCc2ccccn2)cc1 (centres undefined),7,0.0,-0.5,-3
CCOC(=O)N1CCN(c2c(N3CCCCC3)c(=O)c2=O)CC1,9,0.0,0.2,10
Cc1nnc(SCC(=O)Nc2ccc3[nH]c(=O)[nH]c3c2)n1-c1ccccc1,13,0.0,-0.5,-5
CC1C(c2ccc(Cl)cc2)=[N+]([O-])C(C)(c2cccc([N+](=O)[O-])c2)N1O (centres undefined),-5,0.1,-0.4,-9
Cc1c(NC(=O)CSc2nncn2C)c(=O)n(-c2ccccc2)n1C,13,0.5,1.8,4
O=C(CN1CCC(n2cnc3cccnc32)CC1)N1CCC(Cc2ccccc2)CC1,-9,0.0,1.0,4
O=C(COc1ccc2ccccc2c1)NNC(=O)Cc1ccccc1,7,0.1,-0.1,2
CCOc1ccc(NC(=O)c2c(NC(=O)Cc3ccccc3)sc3c2CCCC3)cc1,0,-0.2,0.6,4
CCOc1ccc(N2C(=S)SC3CS(=O)(=O)CC32)cc1 (centres undefined),12,0.0,0.3,7
CC(=O)c1cccc(N2C(=O)/C(=C/c3ccc(-c4ccc([N+](=O)[O-])cc4)o3)C=C2c2ccccc2)c1,6,-0.1,1.4,3
Cc1cc(C)n2c(SCC(=O)NC(=O)c3ccccc3Br)nnc2n1,9,0.1,-0.8,2
CC(=O)Nc1ccc(C(=O)OCc2ccc(C(=O)c3ccccc3)cc2)cc1,11,0.0,1.0,4
O=C1NC(=S)N(c2cccc(F)c2)C(=O)/C1=C/c1ccsc1,-1,0.0,1.6,-1
COc1ccc(COc2ccc(NC(C)=O)cc2)cc1F,1,0.0,-2.8,1
COc1ccc(S(=O)(=O)Nc2ccc3oc(=O)sc3c2)cc1[N+](=O)[O-],-1,-0.3,0.4,-1
